Screening results as filed in PubChem.
Gli-Sufu block – antagonists of Gli-Sufu signaling | inhibition, % at 5 µM | Sufu-KO-LIGHT fibroblasts, Gli luciferase reporter luminescence | 340,000 compounds, 0.74% hits;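 active means inhibition above about 55%, limit read from the data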;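 further: 0% = DMSO-treated cells and 100% = wells with medium but no cells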
CCR6 antagonist – antagonists of human CCR6 receptor | P51684 | 340,000 compounds, 0.49% hits | inhibition, % at 20 µM | CHO-K1 CCR6 PathHunter beta-arrestin, luminescence, CCL20-stimulated;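 active means compounds whose inhibition of the agonist-driven luminescence signal at 20 µM reaches about 50%, limit read from the data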;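 further: cells stimulated with CCL20 at 14 nM final; plate controls were DMSO with CCL20 for no effect and DMSO without agonist for full effect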
Target sequence (P51684 whole entry, looked up): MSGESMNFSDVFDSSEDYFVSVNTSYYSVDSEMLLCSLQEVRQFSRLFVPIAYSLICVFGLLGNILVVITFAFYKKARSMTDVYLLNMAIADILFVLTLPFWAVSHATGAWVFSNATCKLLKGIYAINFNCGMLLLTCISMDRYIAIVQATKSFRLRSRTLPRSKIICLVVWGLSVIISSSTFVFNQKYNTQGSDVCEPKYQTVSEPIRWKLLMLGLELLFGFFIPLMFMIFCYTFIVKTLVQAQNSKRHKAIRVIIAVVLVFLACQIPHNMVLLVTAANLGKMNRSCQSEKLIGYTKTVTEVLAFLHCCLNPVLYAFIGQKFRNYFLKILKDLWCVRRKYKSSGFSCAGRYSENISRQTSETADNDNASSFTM
EBI2 block – antagonists of human EBI2 receptor. P32249. inhibition, % at 5 µM. 360,000 compounds, 0.81% hits. EBI2 beta-arrestin recruitment, luminescence, 7a,25-OHC stimulated. AID 651636; in the data active means inhibition above about 38%;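 further: enzyme fragment complementation signal reports receptor beta-arrestin coupling in cells; 0% = agonist plus DMSO wells and 100% = wells without agonist; some results beyond the cut were filed as inactive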
CXCR6 block – CXCR6 (human) receptor inhibition | O00574 | CHO-K1 PathHunter CXCR6 beta-arrestin, luminescence | inhibition, % at 20 µM | 360,000 compounds, 0.36% hits | AID 602244; in the data active means inhibition above about 34%, passing the limit was not always enough;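 further: antagonist mode with CXCL16 agonist at 10 nM final; 0% = 10 nM CXCL16 with DMSO and 100% = unstimulated wells without agonist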
Target sequence (O00574 whole entry, looked up): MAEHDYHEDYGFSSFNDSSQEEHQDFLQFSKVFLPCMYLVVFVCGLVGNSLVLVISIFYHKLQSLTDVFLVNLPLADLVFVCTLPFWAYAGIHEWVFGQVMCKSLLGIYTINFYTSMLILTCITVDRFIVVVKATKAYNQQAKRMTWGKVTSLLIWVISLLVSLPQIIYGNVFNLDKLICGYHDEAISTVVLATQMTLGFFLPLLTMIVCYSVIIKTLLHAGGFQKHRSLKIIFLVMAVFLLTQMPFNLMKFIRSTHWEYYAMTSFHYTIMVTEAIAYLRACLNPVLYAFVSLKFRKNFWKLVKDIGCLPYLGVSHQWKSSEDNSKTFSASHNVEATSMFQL
APJ antag – APJ receptor antagonism. 330,000 compounds, 0.32% hits. CHO-K1 APJ beta-arrestin complementation, luminescence. inhibition, % at 20 µM. P35414. AID 2521;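 active means inhibition above about 40% at 20 µM, limit read from the data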;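 further: cells challenged with 10 nM apelin-13 agonist together with compound; plate controls were apelin-13 plus DMSO wells for no effect and DMSO wells lacking apelin-13 for full effect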
Target sequence (P35414 whole entry, looked up): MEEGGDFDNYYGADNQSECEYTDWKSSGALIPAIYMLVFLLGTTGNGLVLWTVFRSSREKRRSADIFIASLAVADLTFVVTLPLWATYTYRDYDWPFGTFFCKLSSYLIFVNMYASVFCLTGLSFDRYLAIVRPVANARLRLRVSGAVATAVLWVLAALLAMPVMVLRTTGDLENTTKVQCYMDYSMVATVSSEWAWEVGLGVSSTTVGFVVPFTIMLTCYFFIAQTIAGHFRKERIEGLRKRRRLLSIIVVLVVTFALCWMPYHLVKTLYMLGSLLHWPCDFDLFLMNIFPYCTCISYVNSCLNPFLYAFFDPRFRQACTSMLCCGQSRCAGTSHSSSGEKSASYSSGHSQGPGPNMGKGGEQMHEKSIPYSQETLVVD
APJ ag – agonists of human APJ apelin receptor; activation, % at 20 µM; 330,000 compounds, 0.11% hits; CHO-K1 APJ PathHunter beta-arrestin, luminescence; 0% DMSO wells, 100% apelin;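 active means activation more than six SD over the plate average, tested at 20 µM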;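 further: 0% = DMSO alone and 100% = apelin-13 at 10 nM; some results filed as inactive read as strong as hits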
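Assay system: engineered CHO-K1 APJ arrestin reporter cells; Amount: 1000 CHO-K1 reporter cells seeded per well; Dosing: one dose, 20 µM compound, 1% DMSO; Times: compound stimulation 90 min at 25 °C, detection 60 min; Measured by: luminescent beta-gal fragment complementation, chemiluminescent substrate; Read-out: APJ–arrestin association signal; Controls: DMSO vs Apelin-13 10 nM.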
UBC13 polyUb – blocks human UBC13 polyubiquitin chain formation | P61088 | TR-FRET | inhibition, % at 20 µM | 330,000 compounds, 0.47% hits | AID 485273; in the data active means inhibition above about 45%, passing the limit was not always enough
ATG4B inh – blocks human ATG4B protease cleavage of LC3 substrate; inhibition, % at 8.33 µM; ATG4B cleavage of LC3-PLA2, NBD-HPC fluorescence, 1 h; AID 504462; 340,000 compounds, 0.51% hits; Q9Y4P1; in the data active means inhibition above about 40%
The depositor's hits bear a star.

SMILES | Gli-Sufu block | CCR6 antagonist | EBI2 block | CXCR6 block | APJ antag | APJ ag | UBC13 polyUb | ATG4B inh
CC(=O)Nc1ccc(S(=O)(=O)NCCS(=O)(=O)N2CCN(c3ccccc3F)CC2)cc1 | 26.2 | 12.3 | -5.4 | -3.4 | -0.5 | -1.0 | 6.8 | -2.0
Cc1nccn1CC(O)COc1ccccc1 (stereo not drawn) | -24.2 | 17.6 | -10.5 | 4.5 | 4.7 | -0.4 | 4.8 | 0.7
O=S(=O)(NCCCc1ccccc1)c1ccc(Cl)cc1 | 17.6 | 3.9 | -2.3 | -9.8 | -0.9 | -0.7 | 12.4 | 3.1
COc1ccc(-c2cc3ccccc3s2)cc1[C@H]1[C@H]2C=CC[C@@H](C)[C@@H]2C(=O)N1Cc1ccccc1 | -21.9 | 8.1 | -0.1 | 12.2 | 7.9 | -2.8 | 48.4* | 5.7
COCC(=O)NC1CCN(CC(=O)Nc2ccccc2[N+](=O)[O-])CC1 | -4.2 | 2.8 | -10.1 | 7.9 | 10.0 | 1.6 | -19.1 | -5.3
COc1ccc(/C=N/NC(=O)CNc2n[nH]c(=O)[nH]c2=O)cc1OC | -0.2 | 7.8 | -11.1 | -1.4 | 3.3 | -1.0 | -12.2 | 12.9
Cc1ccc(/C=C2\SC(=S)N(CCCC(=O)Nc3cc(C)on3)C2=O)cc1 | 16.6 | 2.0 | -4.8 | 4.5 | -29.0 | 0.2 | -24.4 | 3.1
C#CCOCCOCCOCCNc1nc(N2CCN(C(=O)[C@H](CCCN=C(N)N)n3cc(C(N)[C@@H](C)CC)nn3)CC2)nc(N2CCN(C(=O)[C@H](CC(N)=O)n3cc([C@@H](N)CC(N)=O)nn3)CC2)n1 (stereo partly drawn) | 6.6 | 1.0 | -4.0 | -2.8 | 3.4 | -2.5 | 63.7* | 3.4
O=C(CN(C1CCCCC1)S(=O)(=O)c1ccc(F)cc1)Nc1ccc2c(c1)OCO2 | -2.8 | 5.7 | 5.8 | -7.6 | 9.9 | -3.3 | -1.7 | -7.3
O=C(Nc1ccccc1)c1ccc(=O)n(Cc2cccc(Cl)c2)c1 | 7.1 | -8.7 | 6.5 | 5.1 | 7.3 | -2.4 | 6.1 | -2.8
O=C(O)CCN1C(=O)c2ccccc2C1=O | -0.4 | -2.5 | -0.1 | -0.9 | 3.4 | 0.0 | -20.4 | -10.7
CC1CC(C)CN(C(=O)c2cc3c(s2)CCC3)C1 (stereo not drawn) | -7.8 | 3.9 | -2.2 | 0.9 | 22.7 | -2.3 | 3.7 | 5.8
COc1ccc(CSc2nnc(N)s2)cc1F | -28.7 | -2.4 | -6.7 | -3.2 | 1.3 | -3.0 | 5.3 | -6.9
CC(=O)Nc1ccc(NC(=O)COC(=O)Cn2cnc3ccccc32)cc1 | -0.6 | -0.9 | 7.5 | 7.5 | 10.7 | -3.2 | 0.0 | -0.1
COC(=O)c1sc(S(=O)(=O)N2CCN(c3ccccc3F)CC2)c(C(=O)OC)c1C | 1.1 | 12.2 | 16.6 | 1.8 | 1.1 | -5.2 | -2.7 | 0.7
CCCCCCC1CCC(C(=O)NC(CCSC)C(=O)NC(C(=O)OC)C(C)C)CC1 (stereo not drawn) | 1.7 | 1.6 | 9.1 | 19.7 | -7.3 | 1.3 | -0.9 | 4.4
COc1ccc(S(=O)(=O)N2CCCC2C(=O)NCc2ccccc2Cl)cc1 (stereo not drawn) | -23.2 | 16.6 | -2.4 | -4.1 | -5.9 | 0.2 | -3.2 | 7.8
Cc1c(C(=O)N2CCc3ccccc3C2)oc2ccc(Br)cc12 | -14.5 | 4.8 | 12.6 | -10.4 | 10.3 | -0.9 | 0.7 | 15.4
CC(C)(C)c1cc(CN2CCC(O)CC2)cc(C(C)(C)C)c1O | 4.8 | 7.2 | 2.6 | 3.6 | 19.0 | 1.0 | -15.5 | -9.0
Cn1c(=O)c2c(SCC(N)=O)nc(CC(C)(C)C)nc2n(C)c1=O | 3.2 | 10.4 | -0.2 | -2.4 | 7.9 | 3.6 | -5.5 | 0.6
O=C1NC(c2ccc(O)cc2)Nc2ccccc21 (stereo not drawn) | -7.9 | -10.5 | -5.0 | 1.0 | 8.0 | -2.5 | 13.6 | -3.3
CCn1c(N)c(C(=O)NCC2CCCO2)sc1=S (stereo not drawn) | 1.7 | 11.5 | -5.7 | -9.1 | 5.1 | -4.3 | -13.7 | -8.4
CC(OC(=O)c1ccc2c(c1)NC(=O)CS2)C(=O)c1ccc(F)cc1 (stereo not drawn) | 1.1 | 4.5 | 1.7 | -8.1 | 11.2 | -0.1 | -3.7 | -6.1
O=[N+]([O-])c1cc(S(=O)(=O)O)cc([N+](=O)[O-])c1NN(c1ccccc1)c1ccccc1 | 15.7 | 11.7 | 5.3 | 3.4 | 0.9 | -0.5 | -17.3 | 2.9
O=C(COC(=O)C1=COCCO1)Nc1cccc(S(=O)(=O)N2CCOCC2)c1 | -1.4 | 3.3 | -0.4 | 2.6 | 1.0 | 2.3 | -3.9 | 3.8
CC(C)N1C(=O)NC2(c3ccccc3)N(C)C(=O)N(C)C12c1ccccc1 (stereo not drawn) | 2.2 | 14.6 | -7.8 | -3.5 | 1.6 | -2.2 | 2.9 | 5.8
COc1ccccc1OCCn1c(SCC(=O)O)nc2ccccc21 | -0.6 | 11.8 | -10.2 | -2.3 | 10.8 | 0.3 | 1.4 | -6.5
COc1ccc(C(=O)Oc2cc(N)n(S(=O)(=O)c3ccccc3)n2)cc1 | -10.7 | 8.2 | -0.2 | 7.0 | -4.3 | -2.4 | 3.7 | -0.6
COc1ccc(CC(=O)N2CCc3cc(OC)c(OC)cc3C2O)cc1OC (stereo not drawn) | 4.0 | -1.1 | -2.2 | -1.4 | -18.5 | -3.9 | 3.5 | 0.7
COc1ccc(CCNC2=C(Cl)C(=O)N(CCc3ccc(OC)c(OC)c3)C2=O)cc1OC | 16.7 | 1.4 | -7.5 | -12.5 | -8.2 | 6.7 | 9.5 | -22.2
ClC1(CNc2ccccc2)CCN(Cc2ccccc2)CC1 | 6.9 | 5.5 | 7.3 | 7.5 | -24.1 | -4.3 | -0.4 | -1.2
COc1ccc(C2Nc3ccccc3C(=O)N2c2ccc(Cl)cc2)cc1Cn1cc([N+](=O)[O-])cn1 (stereo not drawn) | -72.4 | 26.3 | 4.8 | 13.4 | -6.4 | -4.7 | 0.4 | -2.0
Cc1nnc(SCC(=O)c2c[nH]c3ccccc23)n1C1CC1 | -14.1 | 4.6 | -13.6 | -4.6 | 6.8 | -1.5 | 0.6 | 1.6
O=c1cc(N2CCCCC2)c(-c2ccccc2)nn1Cc1ccc(Cl)cc1Cl | -2.4 | -27.2 | 17.6 | 5.0 | 9.4 | -4.8 | 8.6 | -2.9
Cc1cccc(NS(=O)(=O)c2cc(C(=O)NCCC3=CCCCC3)ccc2Cl)c1 | -18.6 | 7.3 | 15.4 | 28.1 | 2.8 | -1.0 | 1.1 | -6.0
CCOC(=O)C1CCN(C(=O)c2cc3c(ccc4ccccc43)o2)CC1 | -91.5 | 34.5 | 77.7* | -5.4 | 12.5 | -5.1 | -1.4 | -10.9
O=C(Nc1ccc(Br)cc1Cl)Nn1cnnc1 | -2.9 | -3.2 | 3.2 | 4.8 | -1.3 | -4.2 | -1.6 | 7.4
CCOC(=O)C1=C(C)NC(=O)NC1c1c(OCC(=O)N2CCCCC2)ccc2ccccc12 (stereo not drawn) | 4.9 | 12.5 | 3.6 | -10.8 | -0.9 | 3.3 | 0.1 | -1.5
COc1ccc(-n2c(SCC(=O)Nc3ccccc3)nnc2-c2ccc(NS(=O)(=O)c3ccc(C)cc3)cc2)cc1 | 14.6 | 8.3 | 34.3 | 9.4 | -19.2 | -4.0 | -3.1 | 2.6
CCOc1ccc(C(=O)NC(=S)Nc2ccc(NC(=O)c3ccco3)cc2)cc1[N+](=O)[O-] | -8.6 | -3.5 | -5.5 | -6.7 | 4.1 | 0.4 | -6.5 | 0.5
O=C(NCc1ccccn1)C1CCN(S(=O)(=O)c2cc(Cl)ccc2Cl)CC1 | 1.1 | 6.3 | -6.7 | -9.6 | -1.2 | -0.1 | -3.4 | 12.6
O=C(COC(=O)c1ccco1)NC1CCCc2ccccc21 (stereo not drawn) | -3.5 | -3.5 | -1.0 | 3.9 | -17.6 | -1.6 | 1.2 | -4.4
CC1CCCC(C)N1CC(O)COCC1COc2ccccc2O1 (stereo not drawn) | -0.2 | 4.4 | 2.2 | 7.0 | -8.3 | -5.5 | 1.0 | -2.6
CS(=O)(=O)N1CCC(Oc2ccccc2C(=O)NC2CCOC2)CC1 (stereo not drawn) | -0.2 | 9.7 | -5.6 | -1.8 | -0.2 | -2.0 | 7.7 | 1.6
O=C(NCc1ccc(F)cc1)C1CCCN1C(=O)NCc1ccccc1 (stereo not drawn) | 1.6 | -17.2 | -6.2 | -5.9 | 2.7 | -0.6 | -7.0 | -13.5
O=C(CNC(=O)c1n[nH]c2ccccc12)Nc1ccc(F)c(F)c1F | 2.7 | 0.7 | -6.1 | -5.6 | -11.1 | -2.7 | -10.6 | -5.5
COc1ccc(S(=O)(=O)N2CCC(C(=O)NC3CC3)CC2)cc1Cl | 14.2 | 9.3 | -5.3 | 2.3 | 16.8 | -1.1 | -3.3 | -0.1
CCOC(=O)CN1C(=O)S/C(=C/c2ccco2)C1=O | -14.6 | 1.1 | -4.1 | -12.5 | -10.2 | -1.6 | -9.8 | -0.1
O=C(c1cc(-c2ccccc2)nc2ccccc12)N1CCCC1 | -5.6 | 7.1 | 2.8 | 6.1 | -1.7 | 1.9 | -0.5 | 1.4
CCc1nnc(NC(=O)CN2C(=O)NC3(CC(C)CC(C)(C)C3)C2=O)s1 (stereo not drawn) | 13.8 | 7.9 | -2.2 | -8.9 | 23.6 | 0.2 | -3.5 | -7.5

Of the compounds above, 3 have a thiophene ring, fused or not:
SMILES | Gli-Sufu block | CCR6 antagonist | EBI2 block | CXCR6 block | APJ antag | APJ ag | UBC13 polyUb | ATG4B inh
COc1ccc(-c2cc3ccccc3s2)cc1[C@H]1[C@H]2C=CC[C@@H](C)[C@@H]2C(=O)N1Cc1ccccc1 | -21.9 | 8.1 | -0.1 | 12.2 | 7.9 | -2.8 | 48.4* | 5.7
CC1CC(C)CN(C(=O)c2cc3c(s2)CCC3)C1 (stereo not drawn) | -7.8 | 3.9 | -2.2 | 0.9 | 22.7 | -2.3 | 3.7 | 5.8
COC(=O)c1sc(S(=O)(=O)N2CCN(c3ccccc3F)CC2)c(C(=O)OC)c1C | 1.1 | 12.2 | 16.6 | 1.8 | 1.1 | -5.2 | -2.7 | 0.7

Later entries
SMILES | Gli-Sufu block | CCR6 antagonist | EBI2 block | CXCR6 block | APJ antag | APJ ag | UBC13 polyUb | ATG4B inh
O=C(CCCN1C(=O)c2cccc3cccc(c23)C1=O)NC1CCS(=O)(=O)C1 (stereo not drawn) | 2.0 | -6.9 | 5.8 | -6.6 | -6.8 | -3.4 | 3.7 | 2.8
O=C(Nc1ccc2c(c1)OCCO2)c1cc(-c2ccccn2)nc2ccc(Br)cc12 | 5.0 | -2.0 | 10.2 | 3.6 | 11.0 | 0.1 | -8.9 | 6.2
C=CCNC(=O)/C=C/c1c(F)cccc1Cl | -19.8 | -5.5 | -10.0 | -3.6 | -20.5 | 0.9 | -11.7 | 7.4
CCNc1nc(NC(C)C)nc(NC(C)(C)C)n1 | 30.6 | -7.1 | -7.0 | -3.4 | -0.3 | -2.6 | 2.4 | 2.0
COc1ccc(S(=O)(=O)N2CCOCC2)cc1NC(=O)CN1CCCC1 | -12.8 | 4.3 | -3.4 | -0.1 | 6.4 | 1.1 | 4.3 | -4.2
C=CCN=C1N[C@@H](c2ccccc2)C(C(=O)OC)=C(C)N1CC | 6.7 | 3.3 | -6.8 | 3.4 | -5.5 | 4.8 | -4.6 | -17.1

Rows were taken by chance; any-hit rate near 3%.
